# PrPC TRFRET = cell surface PrPC inhibition, primary TR-FRET screen; P04156; TR-FRET read-out; inhibition, % at 13.8 µM; 370,000 tested, 0.43% active; AID 720596; in the data active = inhibition above about 24%; also: 0% = median of the test wells and 100% = reference compound wells
# Anthrax LF prot = inhibitors of Bacillus anthracis lethal factor protease; P15917; multiplex microsphere protease cleavage assay, LF; inhibition, % at 10 µM; 360,000 tested, 0.12% active; AID 588501; also: plate controls were buffer without enzyme for full effect and enzyme alone for no effect
# Target sequence (P15917 whole entry, looked up): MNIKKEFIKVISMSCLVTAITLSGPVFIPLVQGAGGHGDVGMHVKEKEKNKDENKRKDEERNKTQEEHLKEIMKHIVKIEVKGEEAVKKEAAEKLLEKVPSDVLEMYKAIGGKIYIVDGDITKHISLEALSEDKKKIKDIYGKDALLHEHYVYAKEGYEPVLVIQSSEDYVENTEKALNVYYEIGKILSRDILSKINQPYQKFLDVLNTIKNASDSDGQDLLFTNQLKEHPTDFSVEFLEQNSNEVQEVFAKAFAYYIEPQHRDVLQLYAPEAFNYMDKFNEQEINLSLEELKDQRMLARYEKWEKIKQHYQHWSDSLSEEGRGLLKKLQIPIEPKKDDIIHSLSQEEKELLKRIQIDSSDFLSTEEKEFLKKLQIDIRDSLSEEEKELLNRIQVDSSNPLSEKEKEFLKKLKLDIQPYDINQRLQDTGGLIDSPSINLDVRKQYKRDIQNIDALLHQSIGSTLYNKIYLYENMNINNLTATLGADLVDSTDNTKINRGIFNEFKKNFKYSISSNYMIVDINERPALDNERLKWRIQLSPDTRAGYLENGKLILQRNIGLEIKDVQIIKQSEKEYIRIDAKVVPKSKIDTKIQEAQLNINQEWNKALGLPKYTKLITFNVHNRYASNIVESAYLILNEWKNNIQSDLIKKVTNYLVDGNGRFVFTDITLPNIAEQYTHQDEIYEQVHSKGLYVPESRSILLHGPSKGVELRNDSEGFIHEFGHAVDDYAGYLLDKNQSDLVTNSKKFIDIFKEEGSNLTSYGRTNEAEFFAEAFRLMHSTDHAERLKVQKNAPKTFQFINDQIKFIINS
# TcdB inh = TcdB glycohydrolase inhibition. P18177. 350,000 tested, 0.24% active. inhibition, % at 9.99 µM. TcdB glycohydrolase enzymatic assay, plate reader; in the data active = inhibition above about 10%
# BoNT-A LC inh2 = blocks Botulinum neurotoxin A light chain protease; inhibition, % at 10 µM; multiplex microsphere protease substrate cleavage, flow cytometry; 360,000 tested, 0.17% active; also: plate controls were buffer without enzyme for full effect and enzyme alone for no effect
# PfHsp40 rescue = restores yeast growth despite PfHsp40 toxicity; growth rescue, % at 12.5 µM; S. cerevisiae expressing PfHsp40, growth rescue, ATP luminescence; 340,000 tested, 0.68% active; in the data active = growth rescue above about 28%, passing the limit was not always enough; inconclusive = no clear call, values can overlap the other calls;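 also: yeast W303a lacking pdr1 and pdr3 grown in galactose medium; growth measured after three days at 30 °C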
# FadD28 binding = blocks FadD28 binding to the bisubstrate probe. fluorescence polarization. inhibition, % at 12.5 µM. 360,000 tested, 0.22% active. AID 588549; in the data active = inhibition above about 8.5%, passing the limit was not always enough; inconclusive = no clear call, values can overlap the other calls
# CCHFV vOTU inh = blocks the CCHF virus ovarian tumor domain protease; AID 651958; CCHFV vOTU protease, Pep-AMC fluorescence; 370,000 tested, 0.55% active; inhibition, % at 11.5 µM; in the data active = inhibition above about 30%; also: 0% = vehicle wells with enzyme and 100% = no enzyme wells
# Yp Topo-I inh = Y. pestis Topo-I inhibition via cleavage products; Y. pestis Topo-I cleavage product accumulation, plate reader; 360,000 tested, 0.064% active; AID 504884; activity, % at 10 µM; in the data active = activity above about 50%, passing the limit was not always enough; inconclusive = no clear call, values can overlap the other calls; also: inactives centre near 2
# BoNT F protease = blocks Botulinum neurotoxin F light chain protease. 360,000 tested, 0.22% active. Multiplex microsphere protease cleavage assay, flow cytometry. inhibition, % at 10 µM; in the data active = inhibition above about 35%, passing the limit was not always enough; inconclusive = no clear call, values can overlap the other calls; also: plate controls were buffer without enzyme for full effect and enzyme alone for no effect
# * = called active by the depositor; ? = inconclusive; . = no result given. Rule as the data show it, unless noted: active = inhibition above about 30%; inconclusive = no clear call, values can overlap the other calls; inactive = below that.
[1] Cc1cccc(N(Cc2ccccc2)C(=O)c2ccc(S(C)(=O)=O)cc2)c1
[2] CCc1nn(CC(=O)N(C)C2CCCCC2)c(=O)c2cc3cc(C)ccc3n12
[3] N#CCn1c(C2CCCCC2)nc2ccccc2c1=O
[4] O=C(O)c1cccc(Nc2ncnc3ccccc23)c1
[5] C=CCN(CC=C)CCOc1ccccc1F

compound no.	1	2	3	4	5
PrPC TRFRET	9	2	-3	1	-2
Anthrax LF prot	-2	0	-12	-1	-2
TcdB inh	0.7	1.8	.	0.2	0.7
BoNT-A LC inh2	-7.2	2.1	-0.7	-1.4	-1.1
PfHsp40 rescue	-1.2	0.2	1.0	6.8	-0.1
FadD28 binding	-0.5	-2.2	-0.1	-2.8	-0.2
CCHFV vOTU inh	10	-5	-7	1	0
Yp Topo-I inh	35	0	-3	-2	2
BoNT F protease	-12	7	-1	-11	-12

# From no. 1 to 2, as listed above:
[1] Cc1cccc(N(Cc2ccccc2)C(=O)c2ccc(S(C)(=O)=O)cc2)c1
[2] CCc1nn(CC(=O)N(C)C2CCCCC2)c(=O)c2cc3cc(C)ccc3n12

compound no.	1	2
PrPC TRFRET	9	2
Anthrax LF prot	-2	0
TcdB inh	0.7	1.8
BoNT-A LC inh2	-7.2	2.1
PfHsp40 rescue	-1.2	0.2
FadD28 binding	-0.5	-2.2
CCHFV vOTU inh	10	-5
Yp Topo-I inh	35	0
BoNT F protease	-12	7

# Rewritten as labelled records: entries from further up.
2: CCc1nn(CC(=O)N(C)C2CCCCC2)c(=O)c2cc3cc(C)ccc3n12
  PrPC TRFRET: 2; Anthrax LF prot: 0; TcdB inh: 1.8; BoNT-A LC inh2: 2.1; PfHsp40 rescue: 0.2; FadD28 binding: -2.2; CCHFV vOTU inh: -5; Yp Topo-I inh: 0; BoNT F protease: 7
3: N#CCn1c(C2CCCCC2)nc2ccccc2c1=O
  PrPC TRFRET: -3; Anthrax LF prot: -12; TcdB inh: .; BoNT-A LC inh2: -0.7; PfHsp40 rescue: 1.0; FadD28 binding: -0.1; CCHFV vOTU inh: -7; Yp Topo-I inh: -3; BoNT F protease: -1

# Other compounds
[6] c1ccc(CN2CCC(CNc3ncnc4ccccc34)C2)cc1 (configuration not stated)
[7] Cc1ccc2nc(SCc3ccc([N+](=O)[O-])cc3)nc(C)c2c1
[8] CCCCc1ccc(-c2ccc(Br)cc2)nc1
[9] CCOC(=O)CN1C(=O)N2C[C@H]3CON(C)[C@H]3C[C@H]2c2ccccc21
[10] COc1ccc(C(CC(=O)O)NC(=O)C2CCCCC2)cc1 (configuration not stated)

compound no.	6	7	8	9	10
PrPC TRFRET	5	0	-1	3	-1
Anthrax LF prot	-7	0	-3	0	-4
TcdB inh	1.0	.	0.9	-0.4	.
BoNT-A LC inh2	-1.0	?	-0.4	0.6	-0.9
PfHsp40 rescue	1.5	-0.2	-0.1	.	-0.3
FadD28 binding	-1.5	-3.3	-2.7	-0.7	-0.1
CCHFV vOTU inh	9	-13	-17	2	-4
Yp Topo-I inh	-4	-7	5	.	0
BoNT F protease	-7	0	-19	0	-5

[11] CSCCC(c1nnnn1C1CCCC1)N1CCC(n2c(=O)[nH]c3ccccc32)CC1 (configuration not stated)
[12] O=C1N/C(=C/c2ccc(Br)cc2)C(O)=C1C=NCc1ccccc1
[13] COc1cccc(SCc2noc(C(=O)NCC3CC3)c2C(=O)NCC2CC2)c1
[14] COC(=O)c1ccc(CN2[C@H](C(=O)OC)C[C@@]3(O)[C@H](O)[C@H](O)[C@H](O)C[C@@H]23)cc1
[15] COc1ccc(CN(CCC#N)C(=S)NC(=O)c2ccccc2)cc1

compound no.	11	12	13	14	15
PrPC TRFRET	3	6	1	2	-2
Anthrax LF prot	5	1	-6	2	0
TcdB inh	-6.4	0.6	.	0.8	.
BoNT-A LC inh2	0.3	-1.8	-0.9	1.0	-0.1
PfHsp40 rescue	.	0.8	4.5	-0.7	1.9
FadD28 binding	-0.9	0.4	-2.8	-5.8	-2.1
CCHFV vOTU inh	12	-1	-2	-12	4
Yp Topo-I inh	.	3	0	2	-1
BoNT F protease	-6	-11	-5	14	0

[16] Nc1ncnc2c1ncn2[C@@H]1O[C@H](CNCc2ccc(-c3cc(C(F)(F)F)ccc3Cl)o2)[C@@H](O)[C@H]1O
[17] CCOC(=O)C1(C)NC(c2cccs2)C2C(=O)N(c3ccc(C)cc3)C(=O)C21 (configuration not stated)
[18] CN(C)/C=C/C(=O)c1ccn(S(=O)(=O)c2ccccc2)c1
[19] Clc1cccc(Cl)c1CN1CCN(c2ccccc2)CC1
[20] COC(=O)c1ccc(CN2C(=O)C3CCCCC3C2=O)o1 (configuration not stated)

compound no.	16	17	18	19	20
PrPC TRFRET	-7	-1	5	-5	-1
Anthrax LF prot	-2	-1	5	-3	-2
TcdB inh	-5.6	0.0	1.2	.	1.3
BoNT-A LC inh2	-0.1	0.0	3.7	-1.1	-0.5
PfHsp40 rescue	0.2	6.1	-1.6	-0.6	-0.4
FadD28 binding	2.9	-0.8	-0.2	-2.5	-4.3
CCHFV vOTU inh	11	5	-6	7	12
Yp Topo-I inh	-6	7	-1	18	-5
BoNT F protease	-6	5	11	-10	-5

[21] Cc1cc(C)c2c(N)c(C(=O)c3ccc(Cl)cc3)sc2n1
[22] COc1cc(CNn2c(C)n[nH]c2=S)cc(Br)c1OCc1ccc(F)cc1
[23] COc1ccc(CNC(=O)c2ccc(N(C)S(=O)(=O)c3ccc(C)cc3)cc2)cc1
[24] O=C(N/N=C1\CCc2ccccc21)c1ccccc1Cl
[25] O=C(CNC(=O)c1ccc(Br)cc1)NCC(=O)OCc1ccc(Cl)cc1

compound no.	21	22	23	24	25
PrPC TRFRET	-7	10	8	-1	0
Anthrax LF prot	0	2	-2	-2	0
TcdB inh	-0.1	3.5	-1.5	-0.5	-1.5
BoNT-A LC inh2	0.0	-0.3	1.7	-0.8	0.0
PfHsp40 rescue	-1.1	1.4	12	0.2	0.1
FadD28 binding	-0.3	-4.1	-3.0	-1.4	-0.2
CCHFV vOTU inh	-4	-2	0	5	9
Yp Topo-I inh	2	6	38	2	18
BoNT F protease	3	-1	1	-5	3

# In another format: entries from further up
# Second line of a record: PrPC TRFRET, Anthrax LF prot, TcdB inh, BoNT-A LC inh2, PfHsp40 rescue, FadD28 binding, CCHFV vOTU inh, Yp Topo-I inh, BoNT F protease
22) COc1cc(CNn2c(C)n[nH]c2=S)cc(Br)c1OCc1ccc(F)cc1
 : 10, 2, 3.5, -0.3, 1.4, -4.1, -2, 6, -1
23) COc1ccc(CNC(=O)c2ccc(N(C)S(=O)(=O)c3ccc(C)cc3)cc2)cc1
 : 8, -2, -1.5, 1.7, 12, -3.0, 0, 38, 1
24) O=C(N/N=C1\CCc2ccccc21)c1ccccc1Cl
 : -1, -2, -0.5, -0.8, 0.2, -1.4, 5, 2, -5

# (next part)
[26] COc1ccccc1Nc1ncnc2c1cnn2-c1cccc(C)c1
[27] COc1cc(SC)ccc1C(=O)N1CCN(c2ccccc2)CC1
[28] O=C(COC(=O)/C=C/c1cccc(F)c1)Nc1ccccc1
[29] COc1cc2nc(C3CCC3)nc(N3CCN(c4ccccc4OC)CC3)c2cc1OC
[30] CN(C)S(=O)(=O)n1cnc([C@H]2c3c(ncn3Cc3ccccc3)C[C@H]3COC(=O)[C@@H]32)c1

compound no.	26	27	28	29	30
PrPC TRFRET	1	-5	1	11	3
Anthrax LF prot	-4	-2	-6	-1	0
TcdB inh	.	0.7	-1.4	2.1	0.6
BoNT-A LC inh2	-1.1	-1.4	-0.3	0.7	-0.2
PfHsp40 rescue	-0.6	0.9	-0.3	-0.3	0.1
FadD28 binding	-0.9	-0.8	0.7	-2.9	0.0
CCHFV vOTU inh	-1	3	6	6	1
Yp Topo-I inh	1	8	-1	6	17
BoNT F protease	-18	-1	-6	7	1

[31] Cc1ccc(N(O)C(=O)NCCCCNC(=O)N(O)c2ccc(C)cc2)cc1
[32] COc1ccc(Br)cc1C(=O)Nc1cc(C)cc(C)c1
[33] CC(C)N1CCCC(C)(C(=O)Nc2ccccc2)C1 (configuration not stated)
[34] Cc1ccc(C)c(N2CCN(c3ccc(N4C(=O)COCC4=O)cc3[N+](=O)[O-])CC2)c1
[35] O=C(COc1ccccc1Cl)Nc1ccc2c(c1)OCO2

compound no.	31	32	33	34	35
PrPC TRFRET	-3	9	1	0	9
Anthrax LF prot	7	0	-4	-1	2
TcdB inh	0.4	.	1.0	.	0.8
BoNT-A LC inh2	-0.2	0.2	-0.5	-0.7	0.2
PfHsp40 rescue	2.1	-0.4	.	0.0	1.0
FadD28 binding	-1.0	-1.0	0.9	0.2	0.1
CCHFV vOTU inh	1	2	-6	-11	2
Yp Topo-I inh	5	17	5	1	14
BoNT F protease	10	1	-1	-10	7

[36] c1ccc2[nH]c(CSc3nnc(-c4ccncc4)o3)nc2c1
[37] COC(=O)c1ccc(NC(=O)CCn2c(=O)oc3ccccc32)cc1
[38] O=C1Nc2ccccc2C1c1ncc(C(F)(F)F)cc1Cl (configuration not stated)
[39] Cc1ccc(C23CC4CC(CC(NC(=O)NC(C)(C)CO)(C4)C2)C3)cc1
[40] C=CCNc1nc(-c2c(C)nc3sccn23)cs1

compound no.	36	37	38	39	40
PrPC TRFRET	-4	-3	-3	-2	-6
Anthrax LF prot	2	-1	8	0	-4
TcdB inh	.	.	3.0	.	.
BoNT-A LC inh2	0.2	0.3	0.8	1.2	-1.5
PfHsp40 rescue	-0.1	0.2	-0.4	-0.4	-0.5
FadD28 binding	-4.1	-4.1	-3.0	-3.1	-0.9
CCHFV vOTU inh	-1	7	-2	4	-2
Yp Topo-I inh	-3	1	-7	-7	-5
BoNT F protease	1	17	0	2	-6

[41] CCn1cc(/C=N\NC(=O)COc2cccc(C)c2C)c(C)n1
[42] CC(NC(=O)C12CC3CC(CC(C3)C1)C2)C(=O)NCCN(C)C (configuration not stated)
[43] CS(=O)(=O)N1N=C(c2ccccc2)CC1c1ccc2nccnc2c1 (configuration not stated)
[44] Cn1cccc1C(=O)NC(=O)CSc1cccc[n+]1[O-]
[45] COCCN(Cc1cn(C)nc1-c1ccccc1F)C(C)C

compound no.	41	42	43	44	45
PrPC TRFRET	2	5	3	1	-5
Anthrax LF prot	-1	-2	1	2	-7
TcdB inh	.	.	.	.	-0.4
BoNT-A LC inh2	0.2	-0.4	3.3	1.1	0.1
PfHsp40 rescue	-0.7	-1.5	1.9	-0.1	1.7
FadD28 binding	-1.8	0.9	-0.4	0.3	0.4
CCHFV vOTU inh	8	1	-13	2	-7
Yp Topo-I inh	3	-7	-2	9	-8
BoNT F protease	-4	-2	10	-14	0

[46] COc1ccc(-c2coc3c(CN4CCOCC4)c(O)ccc3c2=O)cc1
[47] CCCn1nc(C(=O)OCC(=O)Nc2ncc(Cl)c(C)c2Cl)c2ccccc2c1=O
[48] O=C(CSc1ccccn1)N1CCCC(Nc2ccc(F)c(F)c2)C1 (configuration not stated)
[49] CCOc1ccc(NC(=O)C(C)C(Cc2ccc(C)cc2)C(=O)O)cc1 (configuration not stated)
[50] CC(=O)Nc1cccc(C(=O)OCC(=O)NNC(=O)c2cccs2)c1
[51] c1coc(-c2nc3ccccc3s2)c1
[52] CCOC(=O)C1=C(C)N=c2sc(=Cc3ccc(OCC(=O)O)cc3)c(=O)n2C1c1ccc(SC)cc1 (configuration not stated)

compound no.	46	47	48	49	50	51	52
PrPC TRFRET	8	1	0	8	2	9	5
Anthrax LF prot	6	-2	-2	-8	.	-3	-2
TcdB inh	-0.3	1.0	-0.8	1.3	1.3	-4.4	0.6
BoNT-A LC inh2	-0.6	0.1	-3.9	-2.5	.	-0.3	0.9
PfHsp40 rescue	5.1	-1.1	8.5	-1.6	-0.4	-1.3	.
FadD28 binding	-1.6	2.1	-0.6	0.1	0.5	-3.3	-15
CCHFV vOTU inh	-36	-8	1	-8	7	-7	9
Yp Topo-I inh	-13	3	-7	7	12	-12	13
BoNT F protease	-6	-1	-1	6	.	-1	3

# Down the list, from the results shown.
# Nos. 28 to 34 in Yp Topo-I inh read -1, 6, 17, 5, 17, 5, 1
# Nos. 28 to 34 in BoNT F protease read -6, 7, 1, 10, 1, -1, -10
# Nos. 28 to 34 in BoNT-A LC inh2 read -0.3, 0.7, -0.2, -0.2, 0.2, -0.5, -0.7

# Screens from PubChem BioAssay.
